S100A4 MyoIIA: S100A4-myosin IIA interaction inhibition | P26447 | S100A4/TAMRA-MyoIIA peptide fluorescence polarization | inhibition, % at 10.7 µM | hit rate 0.14% among 360,000 | AID 652163;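 active means mean inhibition of at least 70% across replicates, with every replicate also reaching that level; inconclusive means mean inhibition reaches 70% but some replicates fall short; inactive means mean inhibition below 70%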
Target sequence (P26447 whole entry, looked up): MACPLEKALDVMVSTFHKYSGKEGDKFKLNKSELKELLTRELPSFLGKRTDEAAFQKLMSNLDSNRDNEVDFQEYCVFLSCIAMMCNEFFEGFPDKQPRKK
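Material: S100A4 monomer protein / Buffer or medium: 50 mM HEPES pH 7.2, 10 mM CaCl2, 100 mM KCl / Times: 5 min incubation before reading / Benchmarks: neutral control DMSO, positive control TFP / Reagent: labelled myosin peptide probe, 5 nM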
ERp5 block: ERp5 (human) disulfide isomerase inhibition | ERp5 insulin aggregation, absorbance 650 nm, 90 min | inhibition, % at 9.99 µM | hit rate 0.05% among 350,000 | AID 651711;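 active means mean replicate inhibition above about 25%, with every replicate also reaching it, limit read from the data, passing the limit was not always enough; inconclusive means only one of those two criteria met; inactive means neither criterion met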
RAD54 inh: RAD54 (human) branch migration inhibition; hit rate 0.14% among 360,000; inhibition, % at 10.4 µM; Q92698; RAD54 Holliday junction branch migration, FAM/BHQ fluorescence;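 active means mean normalized replicate activity at least 40 and at least half of replicates scoring 40 or more; inconclusive means only one of the two criteria met; inactive means mean below 40 and under half of replicates reaching 40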;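 further: 0% = median of neutral control wells and 100% = median of positive control wells; inhibitors cause a drop in the FAM fluorescence signal; in these data hits start at about 50%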
esBAF inh: SWI/SNF esBAF complex inhibition. hit rate 2% among 350,000. mouse ES cells, Bmi1-luciferase knock-in reporter, 24 h; 100% = twice the neutral-well signal. reporter increase, % at 12.5 µM; in the data active means activation above about 40%; inconclusive means no clear call, values can overlap the other calls;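 further: 0% = median of the plate's neutral control wells and 100% = double that signal; a rise in the Bmi1 reporter signal indicates esBAF inhibition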
E-selectin induc: E-selectin induction on HUVECs | P16581 | HUVEC E-selectin immunofluorescence imaging; normalized: neutral wells 0, TNF-alpha wells 100 | activation, % at 7.58 µM | hit rate 0.37% among 260,000 | AID 686992;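 active means mean E-selectin-positive cell signal at least 10% of the positive control, reached in at least 60% of replicates, without over 20% cell loss; inconclusive means no rule given, readout overlaps actives, possibly toxicity-flagged; inactive means the rest, including those meeting only one limit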;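 further: in these data hits start at about 27%; measured in HUVEC primary endothelial cells; signal is the percent of cells scored E-selectin positive by PE staining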
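Assay system: HUVEC primary endothelial cells. Input: 3,000 HUVEC seeded per well. Doses: one compound dose added by pin transfer. Read-out basis: % PE-positive cells. Benchmarks: TNF-alpha high, DMSO low. Detection: immunofluorescence imaging. Buffer or medium: EGM-2, gelatin.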
XiGFP reactiv: reactivates the inactive X chromosome in mouse fibroblasts. XiGFP mouse fibroblasts, % GFP-positive cells imaging, 3 d; cells co-treated with 5-aza-dC sensitizer; scaled so ellipticine positive control = 100%. AID 743238. hit rate 0.055% among 360,000. activation, % at 7.58 µM;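 active means mean normalized replicate activation at least 10% and every replicate at or above 10%; inconclusive means only one of the two criteria met; inactive means mean below 10% and not all replicates reach 10%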;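 further: 0% = median of on-plate neutral control wells and 100% = ellipticine 6 µM median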
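System: 68-5-11 XiGFP fibroblast line; Timing: 3 days compound exposure; Compound dosing: one concentration, pinned; Benchmarks: positive control ellipticine, 6 µM final; Buffer or medium: DMEM containing 5-aza-dC.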
ERAP1 inh: ERAP1 (human) enzyme inhibition. Q9NZ08. inhibition, % at 10.7 µM. recombinant ERAP1, Leu-AMC fluorescence, 60 min. hit rate 0.15% among 340,000;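 active means mean replicate inhibition of at least 30%, or all replicates individually reaching that 30% level; inactive means mean below 30% and not every replicate reaching it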;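 further: 0% = neutral control wells and 100% = L-leucinethiol positive control wells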
Target sequence (Q9NZ08 whole entry, looked up): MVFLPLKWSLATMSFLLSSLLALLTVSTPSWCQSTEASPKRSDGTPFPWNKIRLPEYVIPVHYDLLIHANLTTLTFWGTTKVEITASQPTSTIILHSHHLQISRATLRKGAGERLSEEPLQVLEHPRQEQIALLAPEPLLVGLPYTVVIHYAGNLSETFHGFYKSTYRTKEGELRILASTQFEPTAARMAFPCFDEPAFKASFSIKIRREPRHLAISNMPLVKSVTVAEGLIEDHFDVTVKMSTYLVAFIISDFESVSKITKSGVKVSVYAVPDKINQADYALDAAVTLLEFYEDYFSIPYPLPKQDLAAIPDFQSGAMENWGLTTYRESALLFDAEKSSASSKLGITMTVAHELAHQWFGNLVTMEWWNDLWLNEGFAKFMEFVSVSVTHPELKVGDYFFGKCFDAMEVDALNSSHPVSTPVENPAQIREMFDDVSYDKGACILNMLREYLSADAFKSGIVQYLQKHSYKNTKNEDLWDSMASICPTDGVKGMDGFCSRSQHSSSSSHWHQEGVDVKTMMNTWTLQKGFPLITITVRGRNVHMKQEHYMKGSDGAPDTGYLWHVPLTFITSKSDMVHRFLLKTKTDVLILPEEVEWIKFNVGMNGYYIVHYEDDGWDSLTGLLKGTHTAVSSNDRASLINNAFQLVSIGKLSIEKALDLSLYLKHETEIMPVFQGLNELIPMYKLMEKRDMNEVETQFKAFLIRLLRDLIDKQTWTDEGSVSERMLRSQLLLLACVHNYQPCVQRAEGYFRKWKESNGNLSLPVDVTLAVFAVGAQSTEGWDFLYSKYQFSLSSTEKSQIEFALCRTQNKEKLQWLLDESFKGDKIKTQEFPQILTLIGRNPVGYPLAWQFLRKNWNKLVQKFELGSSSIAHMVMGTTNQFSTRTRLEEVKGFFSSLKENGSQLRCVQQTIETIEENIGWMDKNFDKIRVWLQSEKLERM
RAD52 inh: inhibitors of human RAD52 DNA annealing | P43351 | recombinant RAD52 DNA annealing, FRET fluorescence | inhibition, % at 18.7 µM | hit rate 0.46% among 360,000;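 active means every replicate showing at least 50% inhibition; inconclusive means mean inhibition at least 50% but not in every replicate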
An asterisk follows results filed as active; ? = inconclusive; / = not tested or not shown.

Preview, 12 compounds:
item	SMILES	E-selectin induc	S100A4 MyoIIA	ERAP1 inh	XiGFP reactiv
1	CC(C)N1CCC(N2CCN(Cc3nc4ccccc4s3)CC2CCO)CC1 (configuration not stated)	0.1	-25	-2	0.3
2	COc1ccccc1CN(Cc1nc2ccccc2c(=O)[nH]1)S(=O)(=O)c1ccc(C)cc1	/	4	3	/
3	CO[C@@H]1CN(C)C(=O)c2ccc(NS(C)(=O)=O)cc2OC[C@@H](C)N(C(=O)C2CCOCC2)C[C@H]1C	-0.1	8	-2	0.0
4	CCOC(=O)c1c(N)sc2c1CCC(CC)C2 (configuration not stated)	/	-4	0	/
5	CC(=O)Nc1ccc(S(=O)(=O)N2CC3(C)CC2CC(C)(C)C3)cc1 (configuration not stated)	/	15	6	0.0
6	CCC1=NN2C(=N)/C(=C\c3ccc(OCc4cc(=O)n5nc(CC)sc5n4)c(OC)c3)C(=O)N=C2S1	-1.1	-3	1	0.0
7	CCCCNC(=O)C1(C)CCN1C(=O)c1ccc(F)c(C)c1 (configuration not stated)	0.2	-3	-1	0.4
8	COc1ccc(-c2ncn(CCc3ccccc3OC)c2C(C)C)cc1	-0.2	-5	1	-0.1
9	CCCN1CCN(CCCNC(=O)c2cc3c(=O)[nH]c4ccc(C)cc4c3s2)CC1	2.4	1	/	0.1
10	COc1cccc(NC(=O)N2CCCC2C(=O)NC23CC4CC(CC(C4)C2)C3)c1 (configuration not stated)	0.4	1	4	0.2
11	O=C(Nc1ccc(F)cc1)c1nc[nH]c1C(=O)Nc1ccc([N+](=O)[O-])cc1	0.0	0	0	0.4
12	O=C(Nc1ccc(Cl)cc1)C1C2CCCCC21 (configuration not stated)	/	-3	0	0.0

item	esBAF inh	ERp5 block	RAD54 inh	RAD52 inh
1	-11	6	/	-6
2	-5	3	/	-75
3	11	-6	5	-1
4	3	5	-10	-15
5	/	0	/	3
6	-6	10	4	-23
7	2	2	-4	-3
8	/	1	/	-18
9	6	-3	/	35
10	-4	0	-2	-8
11	/	-9	/	-10
12	72*	1	-2	-5

Main list, from the start:
item	SMILES	E-selectin induc	S100A4 MyoIIA	ERAP1 inh	XiGFP reactiv
1	CC(C)N1CCC(N2CCN(Cc3nc4ccccc4s3)CC2CCO)CC1 (configuration not stated)	0.1	-25	-2	0.3
2	COc1ccccc1CN(Cc1nc2ccccc2c(=O)[nH]1)S(=O)(=O)c1ccc(C)cc1	/	4	3	/
3	CO[C@@H]1CN(C)C(=O)c2ccc(NS(C)(=O)=O)cc2OC[C@@H](C)N(C(=O)C2CCOCC2)C[C@H]1C	-0.1	8	-2	0.0
4	CCOC(=O)c1c(N)sc2c1CCC(CC)C2 (configuration not stated)	/	-4	0	/
5	CC(=O)Nc1ccc(S(=O)(=O)N2CC3(C)CC2CC(C)(C)C3)cc1 (configuration not stated)	/	15	6	0.0
6	CCC1=NN2C(=N)/C(=C\c3ccc(OCc4cc(=O)n5nc(CC)sc5n4)c(OC)c3)C(=O)N=C2S1	-1.1	-3	1	0.0
7	CCCCNC(=O)C1(C)CCN1C(=O)c1ccc(F)c(C)c1 (configuration not stated)	0.2	-3	-1	0.4
8	COc1ccc(-c2ncn(CCc3ccccc3OC)c2C(C)C)cc1	-0.2	-5	1	-0.1
9	CCCN1CCN(CCCNC(=O)c2cc3c(=O)[nH]c4ccc(C)cc4c3s2)CC1	2.4	1	/	0.1
10	COc1cccc(NC(=O)N2CCCC2C(=O)NC23CC4CC(CC(C4)C2)C3)c1 (configuration not stated)	0.4	1	4	0.2
11	O=C(Nc1ccc(F)cc1)c1nc[nH]c1C(=O)Nc1ccc([N+](=O)[O-])cc1	0.0	0	0	0.4
12	O=C(Nc1ccc(Cl)cc1)C1C2CCCCC21 (configuration not stated)	/	-3	0	0.0
13	O=C(c1ccc(S(=O)(=O)N2CCCCCC2)cc1)N1CCN(c2ccccc2F)CC1	-0.2	0	2	0.0
14	CC(Oc1ccccc1)C(=O)Nc1nnc(C2CCCCC2)s1 (configuration not stated)	/	-9	-1	0.5
15	O=S(=O)(c1ccc(-c2ccon2)s1)N1CCCC1	/	-4	-2	0.2

item	esBAF inh	ERp5 block	RAD54 inh	RAD52 inh
1	-11	6	/	-6
2	-5	3	/	-75
3	11	-6	5	-1
4	3	5	-10	-15
5	/	0	/	3
6	-6	10	4	-23
7	2	2	-4	-3
8	/	1	/	-18
9	6	-3	/	35
10	-4	0	-2	-8
11	/	-9	/	-10
12	72*	1	-2	-5
13	0	-7	-9	2
14	/	6	/	-3
15	-4	3	/	-17

(next part)
item	SMILES	E-selectin induc	S100A4 MyoIIA	ERAP1 inh	XiGFP reactiv
16	Nc1nc(N)c2nc(-c3ccccc3)c(N)nc2n1	-0.1	-4	-390	-0.3
17	Cc1ccc(C)c(SCC(=O)N(C)C2CCS(=O)(=O)C2)c1 (configuration not stated)	/	12	3	-0.1
18	O=c1[nH]cnc2c1ncn2Cc1ccc([N+](=O)[O-])cc1	0.0	3	-1	0.0
19	CCOc1ccc(NC(=O)CN(C)C(=O)c2ccccc2SCc2c(C)noc2C)cc1OCC	0.2	1	-1	0.1
20	Cc1cccc(-n2ncc3c(NNC(=O)c4ccco4)ncnc32)c1	0.4	1	1	0.0
21	CC(/C=N/Nc1nncc(=O)[nH]1)=C\c1ccccc1	/	-5	0	0.0
22	COc1ccc(-c2cc(C(=O)NN3CCOCC3)c3ccccc3n2)cc1OC	0.8	0	2	0.1
23	CCOC(=O)[C@@H]1[C@H]2COc3ccccc3[C@H]2N2C(=O)N(c3cccc(C)c3)C(=O)[C@]12C	?	5	-1	-0.1
24	COc1ccc2c3c(n(C)c2c1)[C@@H](CO)N(S(C)(=O)=O)CC31CCN(CC2CC2)CC1	-0.3	8	4	0.4
25	NS(=O)(=O)c1ccc(NCc2cnc3ccccc3n2)cc1	0.5	-5	-1	0.2
26	O=C(NCc1ccc(F)cc1)c1cccnc1C(=O)O	?	0	-5	0.2
27	CCC(C)N(C(=O)Cn1nnc(-c2ccc(F)cc2)n1)C1CCS(=O)(=O)C1 (configuration not stated)	2.4	4	-4	0.0
28	C[C@@H]1CN([C@H](C)CO)S(=O)(=O)c2ccc(C#CC3CC3)cc2O[C@H]1CN(C)C(=O)Cc1ccncc1	0.0	-11	-1	0.0
29	O=C(c1ccccn1)N1CC2(C1)[C@H](c1ccccc1)[C@@H](CO)N2C(=O)CC1CC1	0.0	6	0	0.2
30	CCCc1cn(CC[C@@H]2CC[C@@H](NS(=O)(=O)c3ccc(-c4ccccc4)cc3)[C@@H](CO)O2)nn1	-0.4	2	-1	0.2

item	esBAF inh	ERp5 block	RAD54 inh	RAD52 inh
16	-13	3	6	6
17	-1	3	4	-4
18	-6	2	-2	-7
19	/	1	4	4
20	4	-1	-7	-18
21	/	6	-2	-12
22	-4	2	0	4
23	-9	4	-5	-13
24	/	-5	/	23
25	13	2	-7	-25
26	5	2	-4	-17
27	-3	2	20	-2
28	7	-2	1	-18
29	/	3	/	4
30	14	0	1	-7

More structures.
item	SMILES	E-selectin induc	S100A4 MyoIIA	ERAP1 inh	XiGFP reactiv
31	COc1ccc(-c2cc(NC=O)c3ncc(-c4cccc(C(=O)NCCN(C)C)c4)n3c2)cc1	-0.1	-4	4	0.1
32	C[C@@H]1CCCCO[C@@H](CN(C)C)[C@H](C)CN([C@H](C)CO)C(=O)c2cc(NC(=O)Nc3ccc4c(c3)OCO4)ccc2O1	-0.1	-6	-3	0.2
33	O=c1cc(-c2ccccc2)oc2cc(O)c(O)c(O)c12	/	2	9	/
34	C[C@H]1CN([C@@H](C)CO)C(=O)c2cc(NC(=O)Cn3cnnn3)ccc2O[C@H]1CN(C)Cc1ccc(C(=O)Nc2ccccc2N)cc1	0.0	1	-3	0.0
35	Cc1nnc(NC(=O)C(C)Sc2nnc(-c3ccco3)n2C(C)C)s1 (configuration not stated)	/	-9	1	0.0
36	CCOc1ccc(S(=O)(=O)N(CC)CC(=O)N2CCCC2)cc1C	-0.2	-4	0	0.0
37	Nc1ccc(S(=O)(=O)Nc2nc(-c3ccccc3)cc(-c3ccccc3)n2)cc1	0.3	-1	4	-0.1
38	Cc1noc(C)c1S(=O)(=O)Nc1ccc2c(c1)C(=O)N([C@H](C)CO)C[C@@H](C)[C@@H](CN(C)C(=O)C1CCCCC1)OCCCC[C@@H](C)O2	-0.2	-5	0	0.0
39	Oc1cccc(/C=N/N2CCN(C3c4ccccc4-c4ccccc43)CC2)c1	/	-2	-2	0.1
40	O=C(CCNS(=O)(=O)c1ccc(Br)s1)NC1CCCC1	/	1	1	/
41	Cc1nnc(N=c2ssnc2Cl)o1	-0.2	0	4	2.7
42	COc1ccc(-n2c(CCc3ccccc3)n[nH]c2=S)cc1	/	-22	6	0.1
43	CCC(CO)Nc1ncc([N+](=O)[O-])cc1C#N (configuration not stated)	-0.9	-2	3	-0.1
44	CCOCCCNC(=O)c1cccc(OC2CCN(S(C)(=O)=O)CC2)c1	15	2	-1	0.1
45	COc1ccc(-c2nc(CS(=O)CC(=O)N3CCc4ccccc4C3)c(C)o2)cc1 (configuration not stated)	/	-16	0	-0.1

item	esBAF inh	ERp5 block	RAD54 inh	RAD52 inh
31	9	-4	69*	90*
32	2	-2	13	2
33	-8	2	13	-4
34	-6	-2	-2	-13
35	2	-5	-16	-1
36	-2	0	0	0
37	/	4	/	-15
38	5	-1	3	16
39	/	-3	10	1
40	-12	2	4	-1
41	-11	-4	-6	-6
42	-6	4	-11	-11
43	/	1	/	-9
44	67*	2	-18	-8
45	30	-2	-1	-48

The results go on.
item	SMILES	E-selectin induc	S100A4 MyoIIA	ERAP1 inh	XiGFP reactiv
46	CCOC(=O)[C@@H]1[C@H]2COc3ccc(Br)cc3[C@@H]2N2C(=O)N(c3ccc(C(F)(F)F)cc3)C(=O)[C@]12C	/	1	2	0.0
47	OCCN(CCO)c1ccc(C(c2ccc(Cl)cc2)c2ccc(N(CCO)CCO)cc2Cl)c(Cl)c1	/	0	1	0.1
48	CCCC(=O)Nc1ccc2c(c1)C(=O)N(C)C[C@@H](OC)[C@H](C)CN(C(=O)Cc1cccnc1)[C@H](C)CO2	-0.2	5	2	0.4
49	CC(=O)NC(c1ccco1)c1cc(Cl)c2ccc(Cl)nc2c1O (configuration not stated)	-0.5	8	1	0.0
50	O=C(C[C@@H]1CC[C@@H](NC(=O)c2ccccc2)[C@H](CO)O1)NCCc1ccncc1	-0.1	?	-1	0.4

item	esBAF inh	ERp5 block	RAD54 inh	RAD52 inh
46	-2	1	0	-8
47	/	-2	-15	-12
48	-3	8	-12	-9
49	-2	0	5	-28
50	-5	-6	-10	14
